POLI inh: qHTS for Inhibitors of Polymerase Iota | Potency, µM (top dose mostly 115 µM), for inactives: top-dose activity, negative = inhibition, hits mostly inhibitors | DNA polymerase iota (Homo sapiens), Q9UNA4 | Pol iota fluorescent replication assay, 10 min | actives 1% (n = 390,000)
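Pol iota at 10 nM preincubated 15 min with compounds at room temperature; reaction started with fluorescent substrate, 50 nM final. Fluorescence read kinetically at 0 and 10 min; buffer-only wells as negative control.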
G9a inh: qHTS Assay for Inhibitors of Histone Lysine Methyltransferase G9a. Potency, µM (top dose mostly 102 µM), for the others: top-dose activity, negative = inhibition, hits mostly inhibitors. G9a H3K9 monomethylation, AlphaScreen, 2 h. AID 504332, 2011. actives 8.8% (n = 350,000); further: on the % scale 0 is the no-effect control and ±100 the full control effect; nearly all actives have a fitted effect of over 75% in size
Target sequence (Q96KQ7 913-1193 limits assumed): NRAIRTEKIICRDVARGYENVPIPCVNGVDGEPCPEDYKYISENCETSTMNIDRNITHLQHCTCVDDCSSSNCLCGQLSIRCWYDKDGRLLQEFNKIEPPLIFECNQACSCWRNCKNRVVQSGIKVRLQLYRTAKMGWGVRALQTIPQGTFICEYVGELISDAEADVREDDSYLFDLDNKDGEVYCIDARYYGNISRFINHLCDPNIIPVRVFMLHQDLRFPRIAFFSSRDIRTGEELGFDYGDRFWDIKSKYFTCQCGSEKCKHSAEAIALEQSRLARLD
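Readings reflect AlphaScreen signal from monomethyl-H3K9 antibody detection. HMT at 20 nM; substrate b-H3K9 500 nM; cofactor SAM 20 uM; 2 h RT reaction; compounds tested as titrations in qHTS with 15 min preincubation.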
BLM inh: qHTS Assay for Inhibitors of Bloom's syndrome helicase (BLM) | RecQ-like DNA helicase BLM (Homo sapiens), P54132 | recombinant BLM DNA unwinding, fluorescence dequenching | Potency, µM (doses to about 56.1 µM), for the others: top-dose activity change, negative = inhibition, most hits filed as inhibitors | actives 0.2% (n = 350,000) | AID 2528, 2010;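 further: plate controls were vehicle for no effect and no enzyme for full effect; nearly all actives have a fitted effect of over 35% in size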
Pin1 inh: qHTS Assay to Find Inhibitors of Pin1; Peptidyl-prolyl cis-trans isomerase NIMA-interacting 1 (Homo sapiens), Q13526; Pin1 FP peptide displacement, HiFluor488, 10 min; Potency, µM (series often up to 115 µM), inactives show at the top dose activity, negative = inhibition, usual class: inhibitors; actives 0.009% (n = 390,000); active means well fitted inhibition curve with a large enough effect in the polarisation, with a control signal flat, not every such curve was filed as active; inconclusive means small, poorly fitted or top-dose-only effect, or effect the other way, or a change in a side signal; inactive means no such curve, though single readings can be large or run the other way; the % refers to the polarisation; further: on the % scale 0 is the no-effect control and ±100 the full control effect
Target sequence (Q13526 whole entry, looked up): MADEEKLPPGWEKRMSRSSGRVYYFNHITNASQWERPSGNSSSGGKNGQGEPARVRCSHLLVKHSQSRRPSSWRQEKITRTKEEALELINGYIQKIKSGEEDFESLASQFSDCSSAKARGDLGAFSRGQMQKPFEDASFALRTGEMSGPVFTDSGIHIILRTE
PGK inhibitor: qHTS Assay to Find Inhibitors of Phosphoglycerate Kinase | PGK/GAPDH coupled, Kinase-Glo luminescence, 60 min | Potency, µM (series often up to 57.5 µM), inactives show at the highest dose activity change, negative = inhibition, most hits filed as inhibitors | actives 0.043% (n = 380,000) | AID 602233, 2012; further: on the % scale 0 is the no-effect control and ±100 the full control effect; nearly all actives have a fitted effect of over 60% in size
Target sequence (P07378 whole entry, looked up): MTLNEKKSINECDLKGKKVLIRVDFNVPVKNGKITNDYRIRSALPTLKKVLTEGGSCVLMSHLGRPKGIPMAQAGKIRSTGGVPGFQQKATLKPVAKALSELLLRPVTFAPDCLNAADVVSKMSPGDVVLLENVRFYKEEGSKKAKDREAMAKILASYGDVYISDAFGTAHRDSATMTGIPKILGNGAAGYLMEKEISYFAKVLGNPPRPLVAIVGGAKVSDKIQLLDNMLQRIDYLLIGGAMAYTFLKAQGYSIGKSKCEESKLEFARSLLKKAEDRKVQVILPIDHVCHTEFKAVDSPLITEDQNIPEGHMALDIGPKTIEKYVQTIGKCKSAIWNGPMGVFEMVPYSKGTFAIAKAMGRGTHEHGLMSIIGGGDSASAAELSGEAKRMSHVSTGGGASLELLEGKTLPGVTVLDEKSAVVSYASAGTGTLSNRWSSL
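Recombinant glycosomal PGK reaction used 1,3-bisphosphoglycerate generated in-well by GAPDH (100nM final) in 100mM TEA pH 7.6, 5mM MgCl2, 0.01% Tween-20. After 60 minutes at room temperature, ATP was read by Kinase-Glo Plus luminescence end-point.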
JMJD2A Tudor: qHTS Assay for Inhibitors of JMJD2A-Tudor Domain; Lysine-specific demethylase 4A (Homo sapiens), O75164; AlphaScreen JMJD2A-Tudor / H3K4me3 peptide binding; Potency, µM (top dose mostly 114 µM), for the others: at the top dose activity change, negative = inhibition, usual class: inhibitors; actives 4.4% (n = 390,000); AID 504339, 2011; further: on the % scale 0 is the no-effect control and ±100 the full control effect; nearly all actives have a fitted effect of over 50% in size
BAZ2B inh: qHTS Assay for Inhibitors of BAZ2B | Potency, µM (series often up to 114 µM), without a hit: at the top dose activity change, negative = inhibition, usual class: inhibitors | AID 504333, 2011 | actives 4.4% (n = 360,000) | AlphaScreen BAZ2B-H3K14Ac peptide displacement; further: on the % scale 0 is the no-effect control and ±100 the full control effect; nearly all actives have a fitted effect of over 60% in size
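Inhibition is scored as reduced AlphaScreen emission. The BAZ2B/b-H3(5-23)K14Ac complex (50 nM each) in PBS pH 7.4, 0.01% Tween-20 meets compound (up to 110 uM) for 30 min at RT before bead addition.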
HP1b chromo inh: HTS for Inhibitors of HP1-beta Chromodomain Interactions with Methylated Histone Tails | Chromobox protein homolog 1 (Homo sapiens), P83916 | AlphaScreen HP1-beta / biotin-H3K9me3 peptide binding | Potency, µM (highest dose often 114 µM), inactives show at the highest dose activity change, negative = inhibition, most hits filed as inhibitors | actives 0.56% (n = 390,000) | AID 540317, 2011; further: nearly all actives have a fitted effect of over 70% in size; inactives centre near 23
Target sequence (P83916 whole entry, looked up): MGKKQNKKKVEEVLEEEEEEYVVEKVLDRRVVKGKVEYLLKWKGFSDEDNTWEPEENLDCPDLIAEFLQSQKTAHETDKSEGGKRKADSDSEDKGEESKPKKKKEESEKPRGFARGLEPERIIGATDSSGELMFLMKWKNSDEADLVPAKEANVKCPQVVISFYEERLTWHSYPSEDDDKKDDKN
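Compound inhibition of the preformed complex between 50 nM HP1-beta and 50 nM biotinylated H3K9me3 peptide was read by AlphaScreen. Buffer was PBS pH 7.4 with 0.01% Tween-20. Incubations ran 30 min at room temperature, with 10 ug/mL donor/acceptor beads.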
GLS inhibitor: qHTS for Inhibitors of Glutaminase (GLS). GLS enzymatic activity, qHTS titration. Potency, µM (doses to about 45.5 µM), without a hit: top-dose activity change, negative = inhibition, hits mostly inhibitors. actives 0.21% (n = 410,000); further: on the % scale 0 is the no-effect control and ±100 the full control effect
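Human kidney-isoform GLS in 45 mM KH2PO4 pH 8.2, 0.02% Tween-20, with compound, started with 1mM L-Glutamine (added stock). Glutamate oxidase/HRP/Amplex red coupled fluorescence read at start and after 30 min at RT.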
Starred values were filed as active, the others as inactive; i = inactive; ? = inconclusive; nt = not tested or not shown; & = joins results of further samples; [ ] = dose if it differs, or a comment. Unless noted, the call rests on the fitted dose curve; in most records, active means well fitted curve in the direction sought with a large enough effect; inconclusive means small, poorly fitted or top-dose-only effect, or another doubt; inactive means no such curve, though single readings can be large; an effect the other way counts as inactive or inconclusive. Potency means the concentration at half of the fitted maximal effect. An excerpt (hit frequency here may not be typical).

SMILES	POLI inh	G9a inh	BLM inh	Pin1 inh	PGK inhibitor	JMJD2A Tudor	BAZ2B inh	HP1b chromo inh	GLS inhibitor
CC(=O)c1ccccc1C(=O)N1CCCC(N2CCN(Cc3ccc4c(c3)OCO4)CC2)C1 (stereo unspecified)	22%	-6%[12.7 µM]	-4%	2%	i	-14%	-18%	28%	9%
Cc1cccc(NC(=O)c2c(C)oc3ncn(CC(C)C)c(=O)c23)n1	33%[activator]	-10%[59 µM]	-11%	-9%	-9%	-13%	2%[57.1 µM]	10%	-6%
FC(F)(F)c1ccnc(NCc2ccc(Cl)cc2)n1	0%	83%[activator]	-8%	-7%	-1%	63%[activator]	61%[activator]	113%[activator]	0%
CCN1CCN(Cc2c(O)ccc3c(=O)c(Oc4ccccc4C(C)C)c(C(F)(F)F)oc23)CC1	3%	-12%[59 µM]	-5%	-7%	-3%	-25%	-2%	3%	-3%
Cc1onc(-c2ccccc2Cl)c1C(=O)NCc1ccc(S(N)(=O)=O)cc1	3%	-11%[59 µM]	-2%	-3%	-8%	11%	12%	44%[activator]	-5%
COc1ccc2oc(C(=O)OCC(=O)NC(=O)c3ccccc3)c(C)c2c1	14%	10%	-8%	1%	-8%	-7%	-19%	33%	-5%
CCCNC(=O)c1ccc(N2CCC3(CC2)CC(c2ccccc2)=NO3)c([N+](=O)[O-])c1	1%	?	-3%	5%	-2%	?	?	-11%	1%
CN(CCC#N)S(=O)(=O)c1cc2c3c(c1)CCN3C(=O)CC2	-12%	0%	0%	2%	i	-1%	-9%	14%[57 µM]	0%
CCOc1cc(C2NC(=O)NC(c3ccccc3)=C2C(=O)c2ccccc2)c(Br)cc1OCC(=O)O (stereo unspecified)	1%	30%[12.7 µM]	-11%	0%	2%	1%	-21%	39%	15%
CCCCCCn1c(SCCCC)nc2c1c(=O)[nH]c(=O)n2C	14%	?	0%	-9%	i	-7%	-5%	26%	0%
C#CC(CC)(CC)NC(=S)Nc1ccc(S(N)(=O)=O)cc1	-2%	23%[59 µM]	-4%	-4%	-1%	-22%	-1%	8%	-13%
CCc1ccccc1NC(=O)c1ccc2c(c1)CCN2S(C)(=O)=O	10%&-8%	3%[59 µM]	2%&0%	-4%&-4%	3%&-5%	-8%&-21%	5%&-2%	33%&31%	-5%&-12%
Cc1cc(C(=O)CCl)c(C)n1-c1cccc(S(=O)(=O)N2CCOCC2)c1	?	?	-3%	0%	-6%	-9%	?	-9%	-14%
COC(=O)c1cc(CNC(=O)Cc2ccsc2)ccc1OC	3%	-8%[59 µM]	-1%	-11%	14%	-7%	-5%	31%	-7%
O=C1OC(C(=O)O)Cc2ccccc21 (stereo unspecified)	-10%	-4%[59 µM]	0%	-8%	nt	-11%	12%	25%	2%

Some of the entries so far, with values ahead of the structure.
POLI inh,G9a inh,BLM inh,Pin1 inh,PGK inhibitor,JMJD2A Tudor,BAZ2B inh,HP1b chromo inh,GLS inhibitor,mol
10%&-8%,3%[59 µM],2%&0%,-4%&-4%,3%&-5%,-8%&-21%,5%&-2%,33%&31%,-5%&-12%,CCc1ccccc1NC(=O)c1ccc2c(c1)CCN2S(C)(=O)=O
?,?,-3%,0%,-6%,-9%,?,-9%,-14%,Cc1cc(C(=O)CCl)c(C)n1-c1cccc(S(=O)(=O)N2CCOCC2)c1
3%,-8%[59 µM],-1%,-11%,14%,-7%,-5%,31%,-7%,COC(=O)c1cc(CNC(=O)Cc2ccsc2)ccc1OC
-10%,-4%[59 µM],0%,-8%,nt,-11%,12%,25%,2%,O=C1OC(C(=O)O)Cc2ccccc21 (stereo unspecified)

The list goes on:
SMILES	POLI inh	G9a inh	BLM inh	Pin1 inh	PGK inhibitor	JMJD2A Tudor	BAZ2B inh	HP1b chromo inh	GLS inhibitor
CCOC(=O)N1CCC(N2Cc3cccc(C(=O)NC(C)c4ccc5c(c4)OCCO5)c3C2=O)CC1 (stereo unspecified)	-26%	40µM*	-12%	-5%	-10%	-32%	-10%	23%	0%
O=C(CNC(=O)c1ccccc1C(=O)O)c1ccccc1	-8%	20µM*	1%	-9%	-1%	-29%	-7%	36%	-13%
N=c1c(C(=O)NC2CCCC2)cc2c(=O)n3ccccc3nc2n1C1CCCCC1	84%[activator]	-4%	-8%	1%	5%	6%	-5%	24%	-9%
CCOc1ccc(NC(=O)Nc2cc(C(=O)O)ccc2N2CC3CC(C2)c2cccc(=O)n2C3)cc1 (stereo unspecified)	4%	10%[59 µM]	1%	-8%	-1%	-23%	-9%	8%	19%
Cc1ccc(C)c(OCC(=O)NNC(=O)CSC(=S)N2CCCC2)c1	0%	14%[2.33 µM]	nt	16%	-9%	-8%	1%	45%[activator]	0%
O=C(Nc1ccc(F)c(F)c1)C1CCCCC1	38%[activator]	-6%[2.33 µM]	nt	9%	4%	12%	9%	37%	0%
Cc1ccccc1COc1ccc(-c2nnn(CC(=O)O)n2)cc1	-3%	-25%	-1%	4%	-8%	-14%	?	-3%	9%
Nc1ncnc2c1ncn2CCN1CCCCC1	4%	4%[12.7 µM]	1%	-1%	-6%	-6%	-1%	14%	3%
CCC(C)(C)NC(=O)CN(C(=O)CCC(=O)Nc1nccs1)c1cccc(C)c1	28%	8%	-3%	1%	-2%	-1%	?	39%	1%
CCC1(c2ccc(F)cc2)NC(=O)N(CC(=O)N(CCC#N)c2ccccc2)C1=O (stereo unspecified)	15%	-11%	1%	3%	3%	-13%	-3%	17%	9%
CCOC(=O)C1CCN(C(=O)C2CCC(=O)N(Cc3cccc(C(F)(F)F)c3)C2)CC1 (stereo unspecified)	-12%	-14%	-1%	-8%	-7%	-15%	1%	14%	-2%
Cc1cccc(S(=O)(=O)c2cn(C)c3cc(N4CCCCCC4)c(F)cc3c2=O)c1	-24%	5%[59 µM]	-5%	7%	-2%	-23%	2%	15%	-1%
CCc1ccc2oc(-c3ccc(N)cc3)nc2c1	26%	6%	-4%	2%	-6%	-20%	4%	23%	2%
C/C(=N\O)c1ncc(C(F)(F)F)cc1Cl	20%	-3%	-1%	-5%	i	2%	3%	35%	0%
CCN1CCN(c2ccc(N3CCN(S(=O)(=O)c4ccc(C)c([N+](=O)[O-])c4)CC3)nn2)CC1	13%	13%[2.33 µM]	nt	2%	i	-26%	0%	-11%	9%
COc1ccc(NS(=O)(=O)c2ccc(O)c(NC(=O)c3ccc(S(=O)(=O)N4CCCCCC4)cc3)c2)cc1	?	-29%[59 µM]	-19%	21%	-2%	-21%	-33%	7%	20%
c1ccc(COc2ccc(CNCc3cccnc3)cc2)cc1	88%[activator]	11%[59 µM]	-3%	2%	2%	-8%[57.1 µM]	-15%	36%	-1%
O=c1nc(N2CCCC2)nc(Nc2ccccc2)[nH]1	139%[activator]	-7%[12.7 µM]	-7%	3%	0%	-25%	3%	6%	71%[activator]
COCCNC(=O)C(=O)Nc1ccc(Cl)cc1C	101%[activator]	-20%	-3%	-6%	3%	8%[57.1 µM]	14%	56%[activator]	-6%
COc1ccc(NC(=O)CSc2nc3ccccc3c(=O)n2CCC(=O)NC2CCCCC2)c(OC)c1	6%	4%[59 µM]	0%	-10%	i	-17%	1%	14%	-10%
CCCc1nc(SCC(=O)N2c3ccccc3CC2C)c2c(C)c(C)sc2n1 (stereo unspecified)	25%	3%	-2%	5%	4%	-6%	4%	30%	0%
Cc1cccc(N(C)C(=S)Oc2ccc3ccccc3c2)c1	11%	76%[activator]	-9%	-6%	-5%	67%[activator]	39%[activator]	222%[activator]	-1%
Cc1ccc(N2Cc3ccccc3C2=S)cc1	-14%	70%[activator]	-12%	0%	-5%	23%	11%	50%[activator]	-3%
COc1ccc(CCNc2ccc([N+](=O)[O-])cn2)cc1	-71%	nt	-13%	4%	-9%	-20%	-10%	4%	0%
COc1ccc(CCNC(=O)CSc2nnc3c(n2)[nH]c2ccc(F)cc23)cc1OC	5%	-9%	2%	-10%	-10%	-3%	-16%	32%	-13%
O=c1c2ccccc2nc(/C=C/c2ccc(Br)cc2)n1CCO	37%[activator]	nt	nt	6%	2%	-12%	nt	6%	-28%
O=C(c1ccc(Cl)c(S(=O)(=O)Nc2ccccc2C(=O)N2CCc3ccccc3C2)c1)N1CCc2ccccc2C1	32%[activator]	-14%[59 µM]	-15%	56%[activator]	0%	-20%	?	7%	27%
CCc1ccc(S(=O)(=O)NCc2cn3cccc(C)c3n2)s1	14%	2%[12.7 µM]	-1%	3%	7%	-11%	-6%	19%	16%
C=C(C)COc1ccc(-c2[nH]ncc2Oc2ccc(OC)cc2)c(O)c1	10%	27%	-18%	-5%	-9%	-9%[11.4 µM]	-14%	21%	5%
Cc1sc2ncnc(OCC(=O)Nc3ccc4c(c3)OCCO4)c2c1C	26%	-47%[59 µM]	-5%	0%	-1%	-16%	0%	19%	5%
Cc1ccccc1OCC(=O)OCC(=O)NC1CC1	13%	-4%[59 µM]	nt	-1%	i	-16%	9%	10%	5%
Cc1ccc(-n2c(-c3ccco3)nc3c(cnn3-c3ccc(C)cc3)c2=O)cc1	32%&14%[activator]	-32%[59 µM]	-3%&-3%	-1%&-3%	5%&3%	-20%&-4%	2%	14%&28%	-7%&10%
Cc1ccc(NC(=O)CSc2nncn2C)c(C)c1	42%[activator]	4%[59 µM]	4%	3%	-1%	-9%	2%	28%	-5%
CCN1CCN(C(=O)CN2C(=O)c3cccc4cccc2c34)CC1	-2%	?	-2%	-1%	-7%	2%	-2%	33%	2%
Cc1ccc(Cl)cc1NC(=O)Nc1nnc(N2CCCC(C)C2)s1 (stereo unspecified)	-2%	-4%[59 µM]	-7%	1%	-7%	-1%	30%	49%[activator]	-2%
Cc1ccc(C(C)C)c(OCCSc2nc(-c3cccs3)nc3cc(=O)[nH]n23)c1	-26%	3%[59 µM]	-7%	-10%	-11%	-16%	-3%	11%	-9%

Screening results deposited in PubChem BioAssay by National Center for Advancing Translational Sciences (NCATS).
